Source: PubChem (Dana-Farber Cancer Institute and Novartis Institutes for BioMedical Research (Cambridge, Mass))
USP8 inh: inhibitors of human USP8 deubiquitinase | purified USP8, Ub-rhodamine cleavage fluorescence, 30 min | inhibition, % at 20 µM | 4.2% of 47,000 active
USP28 block: inhibitors of human USP28 deubiquitinase; Ubiquitin carboxyl-terminal hydrolase 28 (Homo sapiens), Q96RU2; purified USP28, Ub-rhodamine cleavage fluorescence, 30 min; inhibition, % at 25 µM; 3% of 47,000 active; AID 1645857, 2021
Target sequence (Q96RU2 whole entry, looked up): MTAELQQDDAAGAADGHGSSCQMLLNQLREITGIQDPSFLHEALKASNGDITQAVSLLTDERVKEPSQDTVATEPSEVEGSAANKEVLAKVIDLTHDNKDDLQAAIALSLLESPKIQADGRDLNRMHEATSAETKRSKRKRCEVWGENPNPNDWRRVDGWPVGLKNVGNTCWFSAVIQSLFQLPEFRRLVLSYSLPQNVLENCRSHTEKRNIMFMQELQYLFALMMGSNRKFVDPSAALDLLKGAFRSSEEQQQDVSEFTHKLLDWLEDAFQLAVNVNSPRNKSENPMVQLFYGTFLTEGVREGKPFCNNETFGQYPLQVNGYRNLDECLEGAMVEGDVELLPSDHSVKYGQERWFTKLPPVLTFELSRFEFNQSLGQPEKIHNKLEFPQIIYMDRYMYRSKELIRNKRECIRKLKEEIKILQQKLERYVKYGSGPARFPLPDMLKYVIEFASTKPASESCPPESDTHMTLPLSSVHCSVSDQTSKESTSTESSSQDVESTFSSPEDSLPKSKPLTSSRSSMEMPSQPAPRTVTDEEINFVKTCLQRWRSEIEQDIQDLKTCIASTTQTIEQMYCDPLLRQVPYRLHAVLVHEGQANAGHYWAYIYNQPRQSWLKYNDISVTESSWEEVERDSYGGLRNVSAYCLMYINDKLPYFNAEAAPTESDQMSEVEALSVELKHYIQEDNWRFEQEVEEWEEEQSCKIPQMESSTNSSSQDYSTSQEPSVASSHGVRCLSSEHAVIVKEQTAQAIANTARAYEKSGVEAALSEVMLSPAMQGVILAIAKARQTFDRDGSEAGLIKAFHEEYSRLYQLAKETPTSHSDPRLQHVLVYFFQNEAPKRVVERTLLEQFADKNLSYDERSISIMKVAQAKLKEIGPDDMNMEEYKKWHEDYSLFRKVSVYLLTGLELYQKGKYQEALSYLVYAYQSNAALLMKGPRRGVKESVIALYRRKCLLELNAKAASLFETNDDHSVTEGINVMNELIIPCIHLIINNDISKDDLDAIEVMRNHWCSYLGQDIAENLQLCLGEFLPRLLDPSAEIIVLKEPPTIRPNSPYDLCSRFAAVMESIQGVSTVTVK
USP17 inh: inhibitors of human USP17 deubiquitinase | purified USP17, Ub-rhodamine cleavage fluorescence, 3 h | inhibition, % at 50 µM | 6.5% of 47,000 active | Ubiquitin carboxyl-terminal hydrolase 17-like protein 5 (Homo sapiens), A8MUK1
OTUD3 block: inhibitors of human OTUD3 deubiquitinase; OTU domain-containing protein 3 (Homo sapiens), Q5T2D3; purified OTUD3, Ub-rhodamine fluorescence, 2 h; inhibition, % at 25 µM; 0.7% of 47,000 active; AID 1645858, 2021
USP30 inh: inhibitors of human USP30 deubiquitinase | Ubiquitin carboxyl-terminal hydrolase 30 (Homo sapiens), Q70CQ3 | purified USP30, Ub-rhodamine cleavage fluorescence | inhibition, % at 25 µM | 5.3% of 47,000 active | AID 1645860, 2021
USP7 block: inhibitors of human USP7 deubiquitinase; purified USP7, Ub-rhodamine cleavage fluorescence; AID 1645854, 2021; inhibition, % at 20 µM; Ubiquitin carboxyl-terminal hydrolase 7 (Homo sapiens), Q93009; 0.3% of 47,000 active
USP10 inh: inhibitors of human USP10 deubiquitinase | Ubiquitin carboxyl-terminal hydrolase 10 (Homo sapiens), Q14694 | AID 1645856, 2021 | inhibition, % at 20 µM | purified USP10, Ub-rhodamine fluorescence, 60 min | 1.1% of 47,000 active
UCHL1 block: inhibitors of human UCHL1 deubiquitinase. Ubiquitin carboxyl-terminal hydrolase isozyme L1 (Homo sapiens), P09936. 0.2% of 47,000 active. inhibition, % at 20 µM. AID 1645859, 2021. purified UCHL1, Ub-rhodamine cleavage fluorescence
Active calls of the source: *; i = inactive; nt = no result given. No stated cut-off is given here; in the data, active means inhibition above about 30%; inactive means the rest.

SMILES	USP8 inh	USP28 block	USP17 inh	OTUD3 block	USP30 inh	USP7 block	USP10 inh	UCHL1 block
CC1(C)Cc2c(sc3nc(-c4ccccc4)nc(SCC(=O)c4ccccc4)c23)CO1	-6	-9	-11	-8	-76	2	-6	-1
O=C(Nc1noc2ncccc12)C(c1ccccc1)c1ccccc1	-2	28	16	5	18	0	3	1
COc1ccc(S(=O)(=O)NCCSc2ccccc2)cc1	-4	15	8	19	9	4	6	6
c1cc2c(cc1CNC1CC1)CCO2	-217	1	8	1	5	2	1	0
Cc1ccc(S(=O)(=O)Nc2ccc3cn[nH]c3c2)cc1C	2	-3	-18	-2	-8	2	6	3
O=C(Nc1cc(C(F)(F)F)cc(C(F)(F)F)c1)c1c(F)cccc1Cl	21	33*	17	14	33*	12	16	14
Cc1cc(CN2CC[C@H]3[C@H]2CCN3S(C)(=O)=O)oc1C	-13	-12	-20	-12	-33	nt	-6	-4
CC(=O)N1c2ccccc2NC2=C(C(=O)CC(c3ccco3)C2)C1c1ccc(Cl)cc1 (stereo not drawn)	43*	-6	18	-8	-56	-20	-1	-1
O=C(c1cc2ccccc2[nH]1)N1CCOCC1CCc1cnccn1 (stereo not drawn)	1	-3	1	-1	15	0	0	-1
Cn1c(C(=O)O)c(CC(=O)N2CCN(c3ccc(F)cc3)CC2)c2ccccc21	-62	-223	-165	-152	i	0	-5	-3
c1ccc(-c2nc(CSc3nnc(C4CC4)n3-c3ccccc3)cs2)cc1	-9	2	6	7	9	-2	2	0
O=C(CCc1nc(CSc2nnc(-c3ccncc3)o2)no1)Nc1ccccc1F	-162	14	-14	16	29	0	2	2
Cc1ccc(S(=O)(=O)N(C)C2CCS(=O)(=O)C2)cc1C (stereo not drawn)	16	10	12	7	6	3	1	-1
Clc1cccc(-n2cc(-c3noc(-c4cccnc4)n3)nn2)c1	1	-23	19	-4	-36	-23	0	-2
COc1cccc(N2CCN(C(=O)CN(c3cc(C)cc(C)c3)S(=O)(=O)c3c(C)noc3C)CC2)c1	-22	-18	-11	-17	-76	-6	-6	0
O=C(c1cn2ccnc(-c3ccccc3)c2n1)N1CCCCCC1	-3	4	-6	-3	-9	-3	-2	0
CC(NC(=O)c1cn(-c2cc(N3CCOCC3)ncn2)cn1)c1ccccc1 (stereo not drawn)	-6	1	6	8	-6	5	-1	1
CCOc1ccc(-c2c3c4n(c(-c5ccc(OC)cc5)cn4c2C(=O)NC2CCCCC2)CCCC3)cc1	-11	-12	0	-10	-33	2	-1	2
CC(C)(CC(=O)NCc1ccc(Cl)cc1)CC1=NS(=O)(=O)c2ccccc2N1	-19	-10	-15	-5	-32	-21	-4	-3
O=C(CCCCn1c(=O)c2ccccc2n(CC(=O)NCCC2=CCCCC2)c1=O)NCc1ccc2c(c1)OCO2	-1	nt	33*	-1	nt	-3	13	0
Cc1ccc(S(=O)(=O)N2CCOCC2)cc1C(=O)NCCc1ccc(Cl)cc1	0	10	-12	9	10	-17	0	2
NC(=O)c1ccc(-n2nnnc2Oc2ccccc2)cc1	-121	12	8	10	25	-2	2	2
CCC(C)NC(=O)C1(Cc2ccccc2-c2cccnc2)CCOCC1 (stereo not drawn)	6	1	-55	-17	13	-7	1	0
COc1ccc(C(=O)NCCc2c[nH]c3ccccc23)cc1[N+](=O)[O-]	-71	39*	-11	10	3	-81	-3	3
Cc1cc(=O)oc2cc(OCC(=O)NCc3ccncc3)ccc12	3	-1	5	-4	10	1	1	0
CC(C)c1cc(C(=O)NCc2cccnc2-n2cccn2)c2ccccc2n1	-28	-7	-5	-2	-7	0	0	-2
O=C(NCCCN1CCOCC1)c1ccc2c(c1)N(Cc1ccc(Cl)cc1)C(=O)c1ccccc1S2	-14	-7	-22	-10	-12	-2	0	2
Cc1cc(C)c(NC(=O)CN2CCCN(Cc3ccccc3)S2(=O)=O)c(C)c1	2	15	4	5	19	-4	2	2
c1cnc(N2CCCC(c3cnc(Nc4cnccn4)cn3)C2)nc1 (stereo not drawn)	12	14	5	11	11	3	-1	4
NC(Cc1cc(F)cc(F)c1)C(=O)O (stereo not drawn)	-27	-7	-9	-3	-2	2	2	-4

Four entries already listed, sorted by heavy-atom count, ascending.
SMILES	USP8 inh	USP28 block	USP17 inh	OTUD3 block	USP30 inh	USP7 block	USP10 inh	UCHL1 block
NC(Cc1cc(F)cc(F)c1)C(=O)O (stereo not drawn)	-27	-7	-9	-3	-2	2	2	-4
Cc1cc(=O)oc2cc(OCC(=O)NCc3ccncc3)ccc12	3	-1	5	-4	10	1	1	0
c1cnc(N2CCCC(c3cnc(Nc4cnccn4)cn3)C2)nc1 (stereo not drawn)	12	14	5	11	11	3	-1	4
Cc1cc(C)c(NC(=O)CN2CCCN(Cc3ccccc3)S2(=O)=O)c(C)c1	2	15	4	5	19	-4	2	2

Next part.
SMILES	USP8 inh	USP28 block	USP17 inh	OTUD3 block	USP30 inh	USP7 block	USP10 inh	UCHL1 block
CC(=O)N1CCN(c2nc3c(s2)CC(C(=O)NCc2ccccn2)CC3)CC1 (stereo not drawn)	-33	-16	-12	-16	-47	-2	-6	-5
O=C(CS(=O)(=O)c1cn(CC(=O)N2CCCC2)c2ccccc12)Nc1ccccc1C(F)(F)F	4	-5	-4	-9	-1	-1	0	0
CN1[C@@H](CCC(=O)N2CCN(c3ccccn3)CC2)CNC(=O)[C@@H]2[C@H]1CCN2C1CCCCC1	39*	25	-55	1	-2	-14	0	8
O=C(Cn1ncc2c(N3CCCC3)ncnc21)NCc1ccc(F)cc1	2	4	0	3	5	1	-1	2
CC1=C(c2ccc(C)cc2)S(=O)(=O)N=C1N1CCCN(C(=O)c2ccc(C#N)cc2)CC1	1	-4	-3	-1	0	0	0	3
COc1cccc(Cn2nc(C(=O)O)c3ccccc3c2=O)c1	-14	38*	-12	-3	2	-20	-8	-37
O=C(NCc1ccccc1Cl)C1CCCN(S(=O)(=O)N2CCOCC2)C1 (stereo not drawn)	21	7	19	11	21	4	0	4
O=C(COc1ccc(C(=O)c2ccc(F)cc2)cc1)Nc1c(F)cccc1F	-4	-9	-1	-10	-3	0	0	-2
Cc1ccc(CCNC(=O)Cn2cnc3c(nc4n3CCCCC4)c2=O)cc1	-14	-1	2	-9	-8	-12	-3	-4
O=C(OCC(=O)N1CCCc2ccccc21)c1ccc2c(c1)OCO2	2	13	3	3	13	2	2	4

Single records, as listed above. Values in the order: USP8 inh	USP28 block	USP17 inh	OTUD3 block	USP30 inh	USP7 block	USP10 inh	UCHL1 block
O=C(Cn1ncc2c(N3CCCC3)ncnc21)NCc1ccc(F)cc1 is entered as 2	4	0	3	5	1	-1	2
CN1[C@@H](CCC(=O)N2CCN(c3ccccn3)CC2)CNC(=O)[C@@H]2[C@H]1CCN2C1CCCCC1 is entered as 39*	25	-55	1	-2	-14	0	8
COc1cccc(Cn2nc(C(=O)O)c3ccccc3c2=O)c1 is entered as -14	38*	-12	-3	2	-20	-8	-37
CC1=C(c2ccc(C)cc2)S(=O)(=O)N=C1N1CCCN(C(=O)c2ccc(C#N)cc2)CC1 is entered as 1	-4	-3	-1	0	0	0	3
O=C(CS(=O)(=O)c1cn(CC(=O)N2CCCC2)c2ccccc12)Nc1ccccc1C(F)(F)F is entered as 4	-5	-4	-9	-1	-1	0	0

(next part)
SMILES	USP8 inh	USP28 block	USP17 inh	OTUD3 block	USP30 inh	USP7 block	USP10 inh	UCHL1 block
CC(NC(=O)CN1CCc2ccccc21)c1ccccc1 (stereo not drawn)	12	8	-2	-7	-5	1	-5	-4
COc1ccc(CCNC(=O)CCn2c(=O)c3ccccc3n(Cc3ccccc3C#N)c2=O)cc1OC	-18	2	3	0	15	8	3	2
CC1(C(=O)NC2CCCCCC2)Cc2ccccc2C(=O)N1C1CCCC1 (stereo not drawn)	14	0	10	-2	12	-3	1	3
Cc1nc(Nc2ccccn2)sc1-c1ccccc1	-4	-1	-10	-4	0	-7	2	1
COc1ccc(OC)c(CNC(=O)c2nnc(C(=O)Nc3ccc(F)cc3)s2)c1	8	11	15	16	17	9	16	2
Cc1cc2occ(CC(=O)Nc3ccccc3-c3ccccc3)c2cc1C(C)C	2	-9	-25	-17	-115	1	-6	2
OCCNc1ncnc2scc(-c3ccc(F)cc3)c12	3	-3	-1	-7	-15	0	-1	-1
CCN1C[C@H]2C3(CCN(C(=O)Nc4ccncc4)CC3)CC[C@@]2(C(=O)N(C)C)C1	-60	-3	-14	-2	-15	1	-1	-2
COc1ccc(-c2nnn(CC(=O)N(Cc3ccc4c(c3)OCO4)C(C)C(=O)NCC3CCCO3)n2)cc1OC (stereo not drawn)	17	11	6	3	20	4	1	1
COCCN(Cc1ccc(F)cc1)Cc1cc(=O)c2cc(C)ccc2[nH]1	13	10	2	1	4	3	-2	0

Reprinted at random: three records from the list, in no set order.
SMILES	USP8 inh	USP28 block	USP17 inh	OTUD3 block	USP30 inh	USP7 block	USP10 inh	UCHL1 block
CCN1C[C@H]2C3(CCN(C(=O)Nc4ccncc4)CC3)CC[C@@]2(C(=O)N(C)C)C1	-60	-3	-14	-2	-15	1	-1	-2
COc1ccc(OC)c(CNC(=O)c2nnc(C(=O)Nc3ccc(F)cc3)s2)c1	8	11	15	16	17	9	16	2
OCCNc1ncnc2scc(-c3ccc(F)cc3)c12	3	-3	-1	-7	-15	0	-1	-1

Continued:
SMILES	USP8 inh	USP28 block	USP17 inh	OTUD3 block	USP30 inh	USP7 block	USP10 inh	UCHL1 block
COc1ccc2c(c1OC)C(=O)N1c3ccc(C)cc3N=C(c3ccccc3)CC21 (stereo not drawn)	26	18	8	12	14	2	-2	4
COc1ccc(CNC(=O)Cc2ccc3ccccc3c2)cc1OC	9	4	-2	2	5	2	-1	3
CC(=O)N1Cc2ccccc2CC2(CCN(Cc3ccc(O)cc3)C2)C1 (stereo not drawn)	6	1	0	2	-3	0	-9	0
Cc1cc(N2CCCCC2)nc2ccc(NC(=O)CCC(=O)NC(C)c3ccc4c(c3)OCCO4)cc12 (stereo not drawn)	19	17	36*	4	11	0	-4	0
O=C(NCCn1c(=O)n(Cc2ccc(F)cc2)c2cccnc21)C1CCOC1 (stereo not drawn)	-56	-95	-121	-93	-341	-69	-4	-41
O=C(c1ccccc1)N1CCCC1c1cnc(-c2ncc[nH]2)cn1 (stereo not drawn)	-36	-16	-22	-17	-54	-2	-17	-8
N#Cc1cccc(NC(=O)CCc2ccc(S(=O)(=O)N3CCOCC3)cc2)c1	-3	0	2	5	1	-1	-2	2
Cc1cccc(NC(=O)c2noc3c2CCCC3)n1	3	nt	4	3	nt	-1	2	2
O=C1NCCCn2cc(S(=O)(=O)NCc3cccc(F)c3)cc21	-167	9	-37	-1	-81	-23	-2	3
CCc1c(-c2ccccc2)n(CCOC)c2nc3c(c(=O)n(C)c(=O)n3C)n12	-87	10	-11	13	28	-3	-3	2
O=C(C1CCC1)N1CC[C@@H]2CN(Cc3ccc(Cl)cc3)S(=O)(=O)[C@@H]2CC1	-12	-9	-24	-8	-14	-17	0	-3
O=C(NCc1ccc2c(c1)OCO2)[C@H]1C=CCN1c1ncccn1	-68	-14	-15	-3	-10	-4	-2	-6
Cc1c(-c2noc(-c3ccco3)n2)nnn1Cc1ccccc1	2	nt	9	0	nt	-7	0	0
Cc1nc(-c2ccccc2)n(Cc2cccc(C#N)c2)c(=O)c1CCO	10	24	-4	-6	11	-60	5	6
